# OPRM1-OPRD1 inv: inverse agonists of MOR-DOR heterodimerization, primary screen, cell-based, luminescence | Mu-type opioid receptor (Homo sapiens) + Delta-type opioid receptor (Homo sapiens), … | cell-based MOR-DOR heterodimer luminescence, inverse agonism | inhibition, % at 9.3 µM | hit rate 0.21% among 340,000; in the data active = inhibition above about 22%, passing the limit was not always enough;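 also: 0% = cells with DMSO and 100% = wells without cells with DMSO; values of inactives mirror those of a sister screen read the other way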
# Target sequence (P35372 whole entry, looked up): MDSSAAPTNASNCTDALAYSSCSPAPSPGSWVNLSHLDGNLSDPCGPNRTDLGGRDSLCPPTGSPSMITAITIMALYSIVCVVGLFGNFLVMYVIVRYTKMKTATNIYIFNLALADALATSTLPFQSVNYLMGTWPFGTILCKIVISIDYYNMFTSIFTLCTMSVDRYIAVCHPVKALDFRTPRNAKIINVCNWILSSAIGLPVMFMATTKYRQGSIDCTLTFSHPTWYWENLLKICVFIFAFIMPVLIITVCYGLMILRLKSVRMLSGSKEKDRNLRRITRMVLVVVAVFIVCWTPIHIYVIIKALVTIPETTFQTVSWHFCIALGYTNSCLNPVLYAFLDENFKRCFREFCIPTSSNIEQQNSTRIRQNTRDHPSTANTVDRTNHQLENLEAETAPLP
# Target sequence (P41143 whole entry, looked up): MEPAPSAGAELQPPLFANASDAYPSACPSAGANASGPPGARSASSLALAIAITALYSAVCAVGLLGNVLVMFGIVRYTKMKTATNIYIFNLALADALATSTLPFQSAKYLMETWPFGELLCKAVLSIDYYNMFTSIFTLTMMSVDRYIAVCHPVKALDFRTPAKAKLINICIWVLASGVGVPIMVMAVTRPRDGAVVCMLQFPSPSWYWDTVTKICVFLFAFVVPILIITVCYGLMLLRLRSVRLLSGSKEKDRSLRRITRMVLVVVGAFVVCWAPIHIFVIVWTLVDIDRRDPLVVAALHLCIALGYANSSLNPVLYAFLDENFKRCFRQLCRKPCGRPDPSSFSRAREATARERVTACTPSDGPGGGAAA
# AddAB inh: growth inhibition of E. coli expressing H. pylori AddAB, primary screen, AddAB inhibitor project, absorbance; inhibition, % at 11.9 µM; hit rate 0.29% among 330,000; AID 435030, 2010; in the data active = inhibition above about 12%;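 also: 0% = vehicle wells of infected cells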
# Pemphigus Ab inh: inhibitors of pemphigus antibody binding to DSG3, primary screen, biochemical, bead-based, flow cytometry, scFv-GFP. Desmoglein-3 (Homo sapiens), P32926. DSG3-coupled beads, scFv-anti-DSG3-GFP binding; active compounds read low. binding (percent of control), % at 10 µM. hit rate 0.48% among 310,000;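 active = binding more than 3 SD below its plate's average and above zero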;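 also: hits lower antibody fragment binding to DSG3; some compounds called inactive have numbers as strong as hits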
# Mot1-301 SUMO: yeast Mot1-301 growth rescue at high temperature, primary screen, SUMOylation pathway inhibitor project, S. cerevisiae, ATP luminescence, 38.5C; S. cerevisiae Mot1-301 growth rescue; percent above DMSO median, 100 means doubled; growth rescue, % at 18.8 µM; hit rate 1% among 320,000; AID 2716, 2010;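 active = every valid replicate shows activation above 250% relative to neutral control wells; inactive = the rest, any valid replicate at or below 250%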;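 also: OY570 slx delta 5 strain wells were the positive control but not used for scaling; some compounds called inactive have numbers as strong as hits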
# HTR5A inv ag: HTR5A inverse agonists in luminescence cell assay, primary screen, counter-screen for OPRM1-OPRD1 heterodimer inverse agonist project, full-deck HTS. inhibition, % at 9.3 µM. HTR5A cell line, inverse agonism. hit rate 0.083% among 340,000; in the data active = inhibition mostly above about 23%, no sharp cut-off; inactive = mostly below about 18%;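 also: 0% = cells with DMSO and 100% = no-cell wells with DMSO; some compounds called inactive have numbers as strong as hits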
# HTR5A ag ctr: HTR5A agonists in luminescence cell assay, primary screen, counter-screen for OPRM1-OPRD1 heterodimer agonist project, full-deck HTS | cell-based | hit rate 0.61% among 340,000 | activation, % at 9.3 µM | AID 504692, 2011; in the data active = activation mostly above about 9.5%, no sharp cut-off; inactive = mostly below about 7.6%;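 also: 0% = cells with vehicle only and 100% = reference agonist; strong numbers were not always called active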
# MOR-DOR ag: agonists of OPRM1-OPRD1 heterodimerization, primary screen, cell-based, luminescence; Mu-type opioid receptor (Homo sapiens) + Delta-type opioid receptor (Homo sapiens), …; cells; activation, % at 9.3 µM; hit rate 0.3% among 340,000; AID 504326, 2011; in the data active = activation above about 18%;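 also: 0% = vehicle-treated cells and 100% = reference agonist; values of inactives mirror those of a sister screen read the other way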
# PKA-R1A act: activators of PKA-R1A holoenzyme, primary screen, biochemical, fluorescence polarization, Cy5-IP20, bovine R1A, mouse PKAc; cAMP-dependent protein kinase type I-alpha regulatory subunit (Bos taurus) + …; PKA-R1A dissociation; scaled: DMSO 0%, 113 µM cGMP 100%; activation, % at 11.4 µM; hit rate 0.083% among 340,000;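 active = percent activation above the mean of all tested compounds plus 3 SD, cut at about 19% in these data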;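 also: higher means more PKAc released from R1A so a rise in polarization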
# E coli growth: E. coli V3065 growth inhibition, primary screen, counter-screen for AddAB inhibitor project, absorbance, OD600; 18 h; inhibition, % at 11.9 µM; hit rate 0.27% among 330,000;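 active = inhibition above the campaign's mean inhibition across all tested compounds plus 3 SD, cut at about 9.9% in these data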;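 also: uninfected addAB+ strain grown without phage in ampicillin broth; 0% = DMSO wells and 100% = ciprofloxacin 0.95 µg/ml wells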
# PfHsp90 set2: growth inhibition of PfHsp90-expressing yeast, primary screen, antimalarial PfHsp90 inhibitor project, S. cerevisiae, BacTiter-Glo luminescence, single point, set 2; BacTiter-Glo ATP, 48 h; yeast lacking PDR1 and PDR3 efflux regulators; inhibition, % at 9.4 µM; hit rate 0.32% among 310,000; AID 504621, 2011;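 active = every replicate shows inhibition above about 80%, whatever the replicate mean, limit read from the data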;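 also: 0% = DMSO neutral controls and 100% = 20 µM radicicol positive controls; yeast relying on Plasmodium falciparum Hsp90 in place of its own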
# phage Ecoli inh: growth loss of phage-infected E. coli, primary screen, RecBCD inhibitor project, absorbance, with phage, HTS | inhibition, % at 11.9 µM | hit rate 0.26% among 360,000; in the data active = inhibition above about 11%
# Starred values were filed as active, the others as inactive; . = no result given.
SMILES,OPRM1-OPRD1 inv,AddAB inh,Pemphigus Ab inh,Mot1-301 SUMO,HTR5A inv ag,HTR5A ag ctr,MOR-DOR ag,PKA-R1A act,E coli growth,PfHsp90 set2,phage Ecoli inh
O=C(Nc1ccc(Cl)cc1)c1ccc2c(=O)n3c(nc2c1)CCCCC3,-13,5.1,104,.,3,-1,2.6,-1,-1.2,.,2.7
CCN(C(=O)COC(=O)c1ccc(C)c(S(=O)(=O)N2CCOCC2)c1)C1CCS(=O)(=O)C1 (configuration not stated),-19,-0.7,95,9,-2,1,3.0,-8,0.3,.,4.9
O=C(c1ccc([N+](=O)[O-])s1)N1CCc2ccccc21,-29,4.7,.,-1,10,3,4.7,8,1.8,-5,0.8
CC(C(=O)N1CCCC1)N(C)CC(=O)Nc1cccc(F)c1 (configuration not stated),14,2.0,.,16,-7,2,-3.4,-7,-0.2,21,0.3
NS(=O)(=O)c1cccc(NC(=O)CSc2nnc(-c3ccccc3)o2)c1,8,1.1,106,-15,-14,4,-1.8,0,1.9,14,1.5
O=C(CN1C(=O)NC2NC(=O)NC21)NC1CCCCC1 (configuration not stated),14,2.1,92,13,6,-2,-2.7,5,2.1,-17,0.8
Cn1c(=O)c2c(nc(NCC3CCCO3)n2Cc2ccccc2)n(C)c1=O (configuration not stated),-8,-0.2,121,.,-6,6,1.4,-1,-0.6,-12,2.1
O=C(c1cc2cc(C(F)(F)F)ccc2s1)N1CCOCC1,15,-1.2,.,7,-8,3,-3.2,-3,-0.8,-4,-0.1
NC(=O)c1sc2nc(-c3cccs3)ccc2c1N,7,-2.2,91,2,-7,2,-1.2,-2,-0.9,-2,0.6
COc1ccccc1N(CC(=O)NCC1CCCO1)C(=O)CCC(=O)Nc1nccs1 (configuration not stated),18,2.1,110,18,-46,2,-3.2,-1,1.2,-12,1.9
COc1ccc(C2C(C(=O)O)c3ccccc3C(=O)N2Cc2ccco2)cc1 (configuration not stated),.,-1.5,100,20,.,.,.,.,-2.2,-14,0.8
Cc1cccc(Nc2nc(N)nc(-c3oc4ccccc4c3C)n2)c1,-1,-1.5,100,8,5,0,0.1,-6,-0.3,23,1.0
COc1cc(N)cc(NC(=O)c2ccncc2)c1,-5,3.6,103,-14,-38,-1,0.8,-6,1.6,-1,0.3
O=C(Oc1cc(-c2ccccc2)no1)c1ccc(F)cc1,13,2.2,108,-8,6,-2,-3.2,1,-3.1,-21,0.3
Cc1c(C(=O)N(Cc2cccs2)C2CCS(=O)(=O)C2)oc2ccccc12 (configuration not stated),-138,1.1,.,-13,-16,5,27*,-2,-0.5,.,2.3
CCOC(=O)COc1ccc(C2NC(C(=O)O)CS2)cc1 (configuration not stated),2,0.7,109,-7,5,7,-0.3,-9,0.4,0,0.7
CCCSCCCNC(=O)c1cc2c(s1)CS(=O)(=O)C2,7,0.4,128,8,-8,-1,-1.5,1,1.9,-9,-1.4
O=C(Nc1ccccc1)c1ccc(NCCN2CCOCC2)c(S(=O)(=O)N2CCOCC2)c1,12,0.8,.,.,14,1,-2.1,-18,-1.3,5,2.2
CC(C)c1ccc(NC(=O)C2=NNC(=O)CC2)cc1,11,1.2,110,11,14,-4,-2.1,-4,-0.7,9,0.2
CCCN(CCC)S(=O)(=O)c1nc2nc(C)cc(C)n2n1,1,-0.6,90,24,16,3,-0.3,-3,-1.3,-8,1.4
Nc1c(C(=O)NCc2ccco2)c2nc3ccccc3nc2n1CCc1ccccc1F,1,0.9,98,5,-6,-3,-0.2,-8,1.1,2,-3.1
COc1cccc(CNc2nc3ccccc3n2C(C)C)c1O,26,.,104,.,-2,1,-5.5,-6,.,6,4.2
CN1CCC(OC(=O)C23CCC(C)(C(=O)O2)C3(C)C)CC1 (configuration not stated),13,-0.2,106,5,-3,-3,-2.3,-9,-1.6,8,0.9
COc1ccc(CNC(=O)C(C)OC(=O)Cn2cnc3c2c(=O)n(C)c(=O)n3C)cc1 (configuration not stated),13,.,96,.,-14,1,-2.6,2,.,-7,0.8
O=C(Nc1nc(=O)c2ccccc2s1)c1ccc(F)cc1,-40,1.8,88,14,7,1,7.2,-7,0.9,-27,0.7
# Next entries.
SMILES,OPRM1-OPRD1 inv,AddAB inh,Pemphigus Ab inh,Mot1-301 SUMO,HTR5A inv ag,HTR5A ag ctr,MOR-DOR ag,PKA-R1A act,E coli growth,PfHsp90 set2,phage Ecoli inh
O=C(/C=C/c1ccc2c(c1)OCO2)Nc1cc(S(=O)(=O)N2CCOCC2)ccc1N1CCOCC1,10,1.6,105,1,15,0,-1.4,-7,-1.3,-5,4.0
O=C(NCCc1c[nH]c2ccccc12)C1CCCN(S(=O)(=O)c2ccccc2)C1 (configuration not stated),9,-0.3,102,-26,9,-2,-1.9,4,0.6,-6,0.6
OC1=C(O)c2nc3cc(F)ccc3nc21,.,1.6,93,-1,.,.,.,.,-1.5,-8,2.4
Nc1ccc(-c2nc3c(Cl)cc(N)cc3[nH]2)cc1,-3,7.4,99,27,-10,-5,0.6,-8,-0.1,7,1.9
COc1ccc(S(=O)(=O)N2CCCC2CNC(=O)C(=O)NCc2ccco2)cc1 (configuration not stated),8,2.0,86,-6,-6,-8,-1.2,-3,0.8,23,2.8
CCN(CC)CCNC(=O)CS(=O)Cc1nc(-c2ccccc2Cl)oc1C (configuration not stated),18,-1.8,102,-13,6,-6,-3.7,-3,-2.7,12,4.0
CCN(CC)S(=O)(=O)c1cccc2nsnc12,13,1.3,.,11,8,-3,-2.6,-3,1.1,.,3.4
O=C(NCc1ccccc1F)c1ccncc1,-5,4.3,114,-10,-30,-1,0.7,5,3.1,18,-0.6
CCCCNc1c(-c2ccc(SC(C)CC)cc2)nc2cnccn12 (configuration not stated),-64,2.0,133,1,-32,1,12,-11,0.0,107*,.
CCc1ccccc1N1CN(Cc2cccnc2)CNC1=S,-4,2.3,103,22,-23,6,0.8,2,2.7,7,-0.7
COCCn1c(=NC(=O)CSCC(=O)N2CCOCC2)sc2cc(C)ccc21,-1,-0.6,109,-2,-8,3,0.3,-1,1.6,-8,0.3
COc1ccc(CCNC(=O)CNCCc2ccc(F)cc2)cc1,14,1.7,109,11,8,-2,-2.9,-2,0.9,8,1.9
C#CCNC(=O)C1=C[C@@H](c2csc3ccccc23)C[C@@H](OCc2ccc(CO)cc2)O1,11,0.3,101,31,2,-1,-2.0,-5,0.0,-56,3.2
O=C(Nc1cc(F)ccc1F)C1CCN(S(=O)(=O)c2cccc3nonc23)CC1,2,-0.8,104,-11,3,-1,-0.5,6,-2.5,42,2.5
COc1ccccc1C(=O)NC(=O)COC(=O)Cn1cnc2c1c(=O)n(C)c(=O)n2C,-25,-0.3,107,10,9,-4,3.8,2,0.6,-3,1.9
COCCCNC(=S)N/N=C/c1ccc(O)cc1,1,5.5,.,-3,6,-2,-0.1,3,1.2,2,3.2
O=C(COC(=O)c1n[nH]c2ccccc12)NCc1ccccc1,-2,-0.3,.,2,1,-1,0.5,7,1.4,25,1.2
CCCCn1c2ccc(C)cc2c2nnc(SCCN3CCCCC3)nc21,-8,.,109,-21,-2,0,1.8,4,.,-19,1.8
COc1cccc(CN2CCN(CC(=O)Nc3ccccc3Cl)CC2)c1,-2,2.7,107,-6,-28,0,0.4,-5,-0.7,24,3.0
C=CCNC(=O)/C(C#N)=C/c1ccc(C(=O)O)cc1,4,-1.6,86,13,21,2,-0.9,-5,1.1,1,-1.0
COc1ccc(NC(=O)CSc2ncnc3c2cnn3Cc2ccccc2)cc1,9,4.2,97,-5,-16,6,-2.1,-6,-2.5,-4,1.2
Cn1c(=O)[nH]c(=O)c2c1nc(NCCCn1ccnc1)n2Cc1ccccc1,15,4.2,112,7,-8,-1,-3.4,-6,0.1,2,1.7
COc1ccc(C(=O)Nc2ccc(S(=O)(=O)N3CCc4ccccc43)cc2)cc1,-16,1.7,97,38,-6,2,3.3,0,1.2,-1,4.0
Cc1ccc(C(=O)N(C)CC(=O)Nc2ccc(Cl)c(C(F)(F)F)c2)cc1S(=O)(=O)N1CCCCC1,4,0.4,100,32,-10,-2,-1.0,8,-3.0,22,1.8
CCOC(=O)N1CCN(S(=O)(=O)c2ccc(C(=O)Nc3sc4c(c3C(N)=O)CC(C)(C)NC4(C)C)cc2)CC1,12,3.0,108,-10,-3,-5,-2.4,0,-2.1,25,1.2
CCOC(=O)c1ccc(P(=O)(c2ccccc2)c2ccccc2)cc1,10,4.7,100,-1,-1,0,-2.1,-2,0.5,9,2.0
CS(=O)(=O)Nc1ccc(N2CCCCC2)c(Cl)c1,9,1.6,98,-33,-5,0,-1.6,6,1.1,-20,1.6
CC1=CC2=NCC(O)CN2C=C1 (configuration not stated),11,2.2,94,100,0,2,-2.1,-15,-3.0,-15,2.0
COC(=O)c1ccc(C)c(NC(=O)Cn2cnc3ccccc3c2=O)c1,6,3.1,86,-8,0,1,-1.1,4,-0.2,2,-1.3
C/C(=N\NC(=O)C1CCCN(S(=O)(=O)c2ccccc2)C1)c1ccncc1 (configuration not stated),17,2.0,80,-8,-10,4,-3.0,-1,0.8,-10,0.7

# 4 compounds already listed, arranged by number of heavy atoms, high to low.
SMILES,OPRM1-OPRD1 inv,AddAB inh,Pemphigus Ab inh,Mot1-301 SUMO,HTR5A inv ag,HTR5A ag ctr,MOR-DOR ag,PKA-R1A act,E coli growth,PfHsp90 set2,phage Ecoli inh
COc1ccc(CCNC(=O)CNCCc2ccc(F)cc2)cc1,14,1.7,109,11,8,-2,-2.9,-2,0.9,8,1.9
Nc1ccc(-c2nc3c(Cl)cc(N)cc3[nH]2)cc1,-3,7.4,99,27,-10,-5,0.6,-8,-0.1,7,1.9
O=C(NCc1ccccc1F)c1ccncc1,-5,4.3,114,-10,-30,-1,0.7,5,3.1,18,-0.6
OC1=C(O)c2nc3cc(F)ccc3nc21,.,1.6,93,-1,.,.,.,.,-1.5,-8,2.4

# Part of the list above, showing only Mot1-301 SUMO and PKA-R1A act:
mol	Mot1-301 SUMO	PKA-R1A act
CCCCn1c2ccc(C)cc2c2nnc(SCCN3CCCCC3)nc21	-21	4
COc1cccc(CN2CCN(CC(=O)Nc3ccccc3Cl)CC2)c1	-6	-5

# Screening results from PubChem.
